MBNL1-CUG inh – inhibitors of human MBNL1 binding to CUG repeat RNA. Q9NR56. TR-FRET MBNL1-His/biotin-(CUG)12 binding, 665/545 ratio. Potency, µM (top dose mostly 57.5 µM), inactives show top-dose activity change, negative = inhibition, most hits filed as inhibitors. actives 0.036% (n = 280,000). AID 2675; active means well fitted inhibition curve with a large enough effect in the signal ratio, with a control signal flat, not every such curve was filed as active; inconclusive means small, poorly fitted or top-dose-only effect, or effect the other way, or a change in a side signal; inactive means no such curve, though single readings can be large or run the other way; the % refers to the signal ratio; further: potency means the concentration at half of the fitted maximal effect; on the % scale 0 is the no-effect control and ±100 the full control effect
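TR-FRET between His-tagged MBNL1 and biotin-(CUG)12 RNA, detected with Tb anti-His antibody (0.055 ng/ul) and streptavidin-XL665 (5 nM), 60 min at room temperature. Compounds titrated 92 nM to 58 uM; 665/545 nm ratio normalized to buffer and complex controls.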
PKM2 act – activators of human pyruvate kinase M2 | purified PKM2, Kinase-Glo ATP luminescence, activation; response scale: 0% is enzyme alone, no compound | Potency, µM (series often up to 57.5 µM), inactives show top-dose activation, actives largely listed as activators | actives 0.34% (n = 260,000) | AID 1631; further: potency means the concentration at half of the fitted maximal effect; on the % scale 0 is the no-effect control and ±100 the full control effect; nearly all actives have a fitted effect of over 55% in size
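Purified hPK-M2 (>95%) run at intermediate activity with 0.1 mM ADP and 0.5 mM PEP in 50 mM imidazole pH 7.2, KCl, MgCl2; 1 h room temperature. ATP formed read by Kinase-Glo luminescence; normalized to uninhibited and no-enzyme controls.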
Mito fusion yeast – inhibitors of mitochondrial division or activators of mitochondrial fusion; S. cerevisiae fusion-defective mutant growth rescue, CellTiterGlo 48 h; Potency, µM (series often up to 46.1 µM), for inactives: at the top dose growth rescue (activation), hits mostly activators; actives 0.23% (n = 320,000); AID 485298;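 further: potency means the concentration at half of the fitted maximal effect; % of control where 0% means no effect; nearly all actives have a fitted effect of over 45% in size; temperature-sensitive fusion mutants such as fzo1-1 at 37 °C on non-fermentable ethanol glycerol medium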
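Luminescent cell viability in 1536-well qHTS format served as the measure of rescued growth in ts fusion-mutant S. cerevisiae cultured on non-fermentable YPEG for 48 hours at 37C.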
FLuc modulator – inhibits or activates purified firefly luciferase, miR-21 counter-screen; purified FLuc, Km substrates, luminescence inhibition; Potency, µM (top dose mostly 57.5 µM), for the others: at the highest dose activity change, negative = inhibition, actives largely listed as inhibitors; actives 6.9% (n = 360,000);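 further: potency means the concentration at half of the fitted maximal effect; plate controls were vehicle for no effect and reference inhibitor for full effect; nearly all actives have a fitted effect of over 55% in size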
Target sequence (P08659 whole entry, looked up): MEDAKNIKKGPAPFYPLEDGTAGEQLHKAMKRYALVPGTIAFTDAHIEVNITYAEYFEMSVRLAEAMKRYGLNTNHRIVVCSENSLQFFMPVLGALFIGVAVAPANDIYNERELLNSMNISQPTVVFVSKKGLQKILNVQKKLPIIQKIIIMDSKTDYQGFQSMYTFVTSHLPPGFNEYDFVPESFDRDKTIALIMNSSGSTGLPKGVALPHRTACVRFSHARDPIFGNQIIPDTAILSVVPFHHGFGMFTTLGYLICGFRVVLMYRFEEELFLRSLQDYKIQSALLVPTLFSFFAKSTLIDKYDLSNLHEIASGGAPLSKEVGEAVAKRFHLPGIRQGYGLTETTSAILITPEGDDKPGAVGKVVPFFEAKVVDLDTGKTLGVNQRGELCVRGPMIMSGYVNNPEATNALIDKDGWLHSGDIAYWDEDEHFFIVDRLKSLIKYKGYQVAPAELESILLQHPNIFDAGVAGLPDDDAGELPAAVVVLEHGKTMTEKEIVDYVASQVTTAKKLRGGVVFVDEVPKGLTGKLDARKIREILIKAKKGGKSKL
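Purified P. pyralis luciferase (10nM final) with 10uM D-luciferin and 10uM ATP (Km levels) in 50mM Tris acetate pH 7.5, 10mM Mg acetate, 0.01% Tween-20, 0.05% BSA; qHTS 6-point titration, ~60 µM downward; luminescence read.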
Rab9 prom act – activators of Rab9 promoter; Huh7 Rab9 promoter-luciferase reporter, luminescence, 24 h; Potency, µM (doses to about 9.22 µM), for the others: top-dose activation, negative = inhibition, most hits filed as activators; actives 2.8% (n = 320,000); AID 485297; further: potency means the concentration at half of the fitted maximal effect; % of control where 0% means no effect; nearly all actives have a fitted effect of over 60% in size
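Cell-based reporter: Huh7 stable for Rab9 promoter-driven luciferase, plated in reduced-serum medium with 10% FBS at 1500 cells/well, compound-treated 24 h at 37 °C, luminescence read after 10 min reagent.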
KCNH2 3.1 inh – inhibitors of human KCNH2 3.1 potassium channel isoform; activity change, % (tested at about 1.8 µM); actives 0.95% (n = 340,000); U2OS KCNH2 3.1, thallium flux FluxOr; active compounds read low; AID 720553;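 active means maximum activity change below -70%; inconclusive means maximum activity change from -70% to -50%; inactive means maximum activity change above -50%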;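 further: thallium influx rate constant from kinetic fluorescence after stimulation buffer; on the % scale 0 is the no-effect control and ±100 the full control effect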
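Thallium flux read-out: FluxOr dye with Red40 quencher in HBSS/HEPES, 45 min at RT. Rate constants from kinetic reads were normalized to positive and negative DMSO controls. Cells: U2OS virally expressing the 3.1 isoform.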
Menin-MLL TR inh – displaces Texas Red mutant MLL peptide from human menin | Menin + Texas Red MLL mutant peptide, fluorescence polarization | actives 0.23% (n = 270,000) | Potency, µM (highest dose often 61.6 µM), for inactives: top-dose FP activity change, negative = inhibition, hits mostly inhibitors; active means well fitted inhibition curve with a large enough effect in the polarisation, with a control signal flat, not every such curve was filed as active; inconclusive means small, poorly fitted or top-dose-only effect, or effect the other way, or a change in a side signal; inactive means no such curve, though single readings can be large or run the other way; the % refers to the polarisation; further: potency means the concentration at half of the fitted maximal effect; % of control where 0% means no effect; many of its hits are not listed in these tables
Target sequence (O00255 whole entry, looked up): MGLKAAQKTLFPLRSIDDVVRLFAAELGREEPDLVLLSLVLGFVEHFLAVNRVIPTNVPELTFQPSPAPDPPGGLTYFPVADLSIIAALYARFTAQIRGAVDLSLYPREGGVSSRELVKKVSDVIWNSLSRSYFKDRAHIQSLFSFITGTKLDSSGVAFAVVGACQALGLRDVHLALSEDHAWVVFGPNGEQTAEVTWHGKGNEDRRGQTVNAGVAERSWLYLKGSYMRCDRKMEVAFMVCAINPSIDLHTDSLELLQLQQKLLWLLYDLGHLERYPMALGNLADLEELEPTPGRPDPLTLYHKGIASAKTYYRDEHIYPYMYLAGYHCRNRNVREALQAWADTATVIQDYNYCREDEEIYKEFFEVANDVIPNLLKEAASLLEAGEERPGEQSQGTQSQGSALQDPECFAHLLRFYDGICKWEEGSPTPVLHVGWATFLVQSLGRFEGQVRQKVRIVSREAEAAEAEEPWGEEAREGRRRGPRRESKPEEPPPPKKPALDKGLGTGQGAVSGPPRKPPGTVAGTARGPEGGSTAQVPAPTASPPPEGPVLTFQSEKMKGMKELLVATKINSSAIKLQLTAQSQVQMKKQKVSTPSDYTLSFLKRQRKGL
VP16 counter – inhibits Gal4-VP16 luciferase reporter, ROR gamma counter-screen; Drosophila S2 Gal4-VP16 UAS-luciferase, luminescence, 20 h; Potency, µM (titrated, usually from 53.6 µM), for inactives: top-dose activity, negative = inhibition, actives largely listed as inhibitors; actives 3.5% (n = 310,000); AID 2546;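 further: Gal4-VP16 expression switched on by copper sulfate through the metallothionein promoter; potency means the concentration at half of the fitted maximal effect; on the % scale 0 is the no-effect control and ±100 the full control effect; nearly all actives have a fitted effect of over 50% in size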
NPC1 promoter act – activators of NPC1 promoter. actives 2.4% (n = 320,000). Potency, µM (top dose mostly 9.22 µM), inactives show top-dose activation, most hits filed as activators. AID 485313. Huh7 NPC1 promoter luciferase reporter, 24 h;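 further: potency means the concentration at half of the fitted maximal effect; % of control where 0% means no effect; nearly all actives have a fitted effect of over 60% in size; reporter is driven by a mutant NPC1 promoter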
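Luminescence read-out of NPC1 promoter-driven luciferase in stably transfected Huh7 cells; compounds delivered in DMSO and left 24 h at 37C, 5% CO2, qHTS titration format.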
ELG1 repair inh – ELG1-dependent DNA repair inhibition; HEK293T ELG1-luciferase reporter, luminescence, 16 h; DNA damage induced by 5-fluorouridine; Potency, µM (series often up to 46.1 µM), for the others: at the highest dose activity change, negative = inhibition, hits mostly inhibitors; actives 2.3% (n = 330,000); AID 504467; further: potency means the concentration at half of the fitted maximal effect; on the % scale 0 is the no-effect control and ±100 the full control effect; nearly all actives have a fitted effect of over 55% in size
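5-Fluorouridine DNA damage + compound/DMSO, 2,000 cells/well, 16 h, 37 °C/5% CO2. ONE-Glo, 30 min RT, luminescence. Readout = decrease in reporter signal.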
RORgamma inh – blocks mouse ROR gamma transcriptional activity. actives 5.4% (n = 310,000). Drosophila S2 Gal4-RORgamma UAS-luciferase reporter, 20 h. P51450. Potency, µM (top dose mostly 53.6 µM), for inactives: at the highest dose activity change, negative = inhibition, most hits filed as inhibitors; further: potency means the concentration at half of the fitted maximal effect; on the % scale 0 is the no-effect control and ±100 the full control effect; nearly all actives have a fitted effect of over 60% in size
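Stably transfected Drosophila Schneider cells are the test system, with ROR gamma fused to Gal4 and luciferase under UAS control; luminescence is read after 20 hr of 700 uM copper sulfate induction at ambient temperature.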
An asterisk follows results filed as active; & = joins results of further samples; [ ] = another dose, or the depositor's remark. Unless noted, the call rests on the fitted dose curve; in most records, active means well fitted curve in the direction sought with a large enough effect; inconclusive means small, poorly fitted or top-dose-only effect, or another doubt; inactive means no such curve, though single readings can be large; an effect the other way counts as inactive or inconclusive. A portion of the library (hit frequency here may not be typical).

CCOC(=O)Cc1c(C)nc2c(-c3ccc(Cl)cc3)c(C)[nH]n2c1=O was read as MBNL1-CUG inh 8.7%, PKM2 act 0.3%, Mito fusion yeast 1.4%, FLuc modulator 0.1%, Rab9 prom act -10.5%, KCNH2 3.1 inh 3.3, Menin-MLL TR inh -20.2%, VP16 counter 6.31µM*, NPC1 promoter act 4.7%, ELG1 repair inh -4.4% and RORgamma inh 6.31µM*.
Screening CCCCNC(=O)c1cccc(C(=O)NCCCC)c1 returned MBNL1-CUG inh 1.7%, PKM2 act -10.6%, Mito fusion yeast -1.0%, FLuc modulator 13.5%, Rab9 prom act -7.0%, KCNH2 3.1 inh 5.8, Menin-MLL TR inh 6.0%, VP16 counter -3.3%, NPC1 promoter act -0.2%, ELG1 repair inh inconclusive and RORgamma inh -10.4%.
Screening O=C(Oc1coc(CSc2ncccn2)cc1=O)c1cccs1 returned MBNL1-CUG inh -2.5%, PKM2 act -0.3%, Mito fusion yeast -1.7%, FLuc modulator inconclusive, Rab9 prom act -5.9%, KCNH2 3.1 inh 2.6, Menin-MLL TR inh -0.7%, VP16 counter 18.6%, NPC1 promoter act -1.4%, ELG1 repair inh 9.0% and RORgamma inh -20.2%.
CN1CCN(c2ccccc2NC(=O)c2ccc(N3CCOCC3)c([N+](=O)[O-])c2)CC1 was read as MBNL1-CUG inh inconclusive, PKM2 act 1.4%, Mito fusion yeast -6.6%, FLuc modulator -3.1%, Rab9 prom act 1.5%, KCNH2 3.1 inh 11.9, Menin-MLL TR inh -11.4%, VP16 counter -9.1%, NPC1 promoter act -5.9%, ELG1 repair inh -19.3% and RORgamma inh -5.9%.
`CC1CCCCN1C(=O)COC(=O)C1CCN(S(=O)(=O)c2c(Cl)cccc2Cl)CC1` (stereo unspecified) gave MBNL1-CUG inh 2.8%, PKM2 act -0.1%, Mito fusion yeast 2.3%, FLuc modulator 1.5%, Rab9 prom act 3.1%, KCNH2 3.1 inh -12.0, VP16 counter -7.0%, NPC1 promoter act -0.7%, ELG1 repair inh -0.4% and RORgamma inh -36.3%.
Cc1ccc(C(=O)Nc2cccc(C(F)(F)F)c2)cc1NC(=O)c1nccn1C was read as MBNL1-CUG inh 2.0%, PKM2 act -5.9%, Mito fusion yeast 7.0%, FLuc modulator inconclusive, Rab9 prom act -5.2%, KCNH2 3.1 inh -28.5&-2.9, VP16 counter -13.9%, NPC1 promoter act -2.7%, ELG1 repair inh 22.6% and RORgamma inh -5.8%.
For Cc1cccc(C)c1NC(=O)CN(C)C(=O)c1cccc(S(=O)(=O)N2CCN(c3ccccc3)CC2)c1 the results were MBNL1-CUG inh -10.2%, PKM2 act 0.7%, Mito fusion yeast 2.8%, FLuc modulator 7.2%, Rab9 prom act -1.8%, KCNH2 3.1 inh -7.3, Menin-MLL TR inh -1.7%, NPC1 promoter act -6.3% and ELG1 repair inh inconclusive.
Screening CCOC(=O)CSc1nnc(NC(=O)C2CC(=O)N(c3ccc(F)cc3)C2)s1 (stereo unspecified) returned MBNL1-CUG inh 1.1%, PKM2 act -12.7%, Mito fusion yeast -1.0%, FLuc modulator 2.9%, Rab9 prom act -5.7%, VP16 counter 9.2%, NPC1 promoter act 1.4%, ELG1 repair inh 21.7% and RORgamma inh -6.1%.
For CCOc1ccc(S(=O)(=O)N(CC)CC(=O)NCc2cccnc2)cc1 the results were MBNL1-CUG inh 0.0%, PKM2 act 3.7%, Mito fusion yeast -1.3%, FLuc modulator 3.7%, Rab9 prom act 1.0%, KCNH2 3.1 inh -8.6, Menin-MLL TR inh -6.8%, VP16 counter -0.3%, NPC1 promoter act 0.4%, ELG1 repair inh 1.8% and RORgamma inh 17.8%.
CC(C)Oc1cccc(C(=O)NC(=S)Nc2cccc(NC(=O)c3ccccc3Cl)c2)c1 was read as PKM2 act 1.1%, Mito fusion yeast -0.5%, FLuc modulator inconclusive, Rab9 prom act -3.5%, KCNH2 3.1 inh -11.7, Menin-MLL TR inh inconclusive, VP16 counter 8.91µM*, NPC1 promoter act -2.0%, ELG1 repair inh inconclusive and RORgamma inh 11.2µM*.
For COc1ccc(-n2nc(C(=O)NCC(=O)NCc3cccc(F)c3)c3ccccc3c2=O)cc1Cl the results were MBNL1-CUG inh 73.2%[activator], PKM2 act -1.5%, Mito fusion yeast -1.1%, FLuc modulator -0.5%, Rab9 prom act 2.6%, KCNH2 3.1 inh -11.4, Menin-MLL TR inh inconclusive, VP16 counter -10.4%, NPC1 promoter act 0.1%, ELG1 repair inh -9.4% and RORgamma inh 4.2%.
Screening Cc1cc2[nH]c(=O)c(=O)[nH]c2cc1S(=O)(=O)Nc1cccc(Cl)c1 returned MBNL1-CUG inh 3.3%, Mito fusion yeast -1.9%, FLuc modulator 0.4%, Rab9 prom act -1.1%, KCNH2 3.1 inh -14.2, VP16 counter 2.7%, NPC1 promoter act -17.6%, ELG1 repair inh 10.7% and RORgamma inh -0.8%.
Screening COc1ccc(N(CC(=O)NCc2ccco2)S(=O)(=O)c2ccccc2)cc1 returned MBNL1-CUG inh -6.1%, PKM2 act 1.2%, Mito fusion yeast -0.5%, FLuc modulator -1.5%, Rab9 prom act -1.2%, KCNH2 3.1 inh -6.3, Menin-MLL TR inh -0.3%, VP16 counter inconclusive, NPC1 promoter act 1.1%, ELG1 repair inh 1.2% and RORgamma inh inconclusive.
Screening CCOc1ccc(NC(=O)CN(C2CCCCC2)S(C)(=O)=O)cc1 returned MBNL1-CUG inh -2.4%, PKM2 act -1.0%, Mito fusion yeast 6.0%, FLuc modulator 3.5%, Rab9 prom act 0.2%, KCNH2 3.1 inh 2.4, Menin-MLL TR inh -0.1%, VP16 counter -18.4%, NPC1 promoter act 0.3%, ELG1 repair inh inconclusive and RORgamma inh 20.2%.
Screening CCCn1c(SCC(=O)Nc2cccc(C)n2)nc2c1c(=O)n(C)c(=O)n2C returned MBNL1-CUG inh -6.0%, PKM2 act -1.4%, Mito fusion yeast 2.5%, FLuc modulator 1.3%, Rab9 prom act -3.3%, KCNH2 3.1 inh 2.6, Menin-MLL TR inh -0.9%, VP16 counter -0.3%, NPC1 promoter act -2.8%, ELG1 repair inh inconclusive and RORgamma inh 17.6%.
Screening CN1CCN(S(=O)(=O)c2cccc(C(=O)N(Cc3nnc(-c4ccc(Cl)cc4)o3)C3CC3)c2)CC1 returned Mito fusion yeast -10.3%, FLuc modulator -17.9%, Rab9 prom act -2.3%, KCNH2 3.1 inh 10.1, NPC1 promoter act -3.6% and ELG1 repair inh -24.1%.
Screening CCc1nnc(NS(=O)(=O)c2ccc(NC(=O)c3ccccc3)cc2)s1 returned MBNL1-CUG inh -6.3%, PKM2 act -2.6%, Mito fusion yeast -4.6%, FLuc modulator inconclusive, Rab9 prom act -2.5%, KCNH2 3.1 inh 1.5, VP16 counter 0.1%, NPC1 promoter act -3.7%, ELG1 repair inh 1.2% and RORgamma inh -1.0%.
For Cc1cc(NC(=O)c2ccccc2)nc2c1c(=O)oc1ccccc12 the results were MBNL1-CUG inh inconclusive, PKM2 act 2.6%, Mito fusion yeast 2.4%, FLuc modulator -6.4%, Rab9 prom act 0.3%, KCNH2 3.1 inh -3.6, Menin-MLL TR inh 9.6%, VP16 counter -12.9%, NPC1 promoter act -2.6%, ELG1 repair inh -6.6% and RORgamma inh -6.2%.
For COc1ccc(C(=O)N2CCN(c3c(C)cccc3C)CC2)cc1OC the results were MBNL1-CUG inh 2.1%, PKM2 act 7.9%, Mito fusion yeast -2.3%, FLuc modulator 0.3%, Rab9 prom act -1.8%, KCNH2 3.1 inh -4.3, Menin-MLL TR inh -19.3%, VP16 counter 1.5%, NPC1 promoter act 2.8%, ELG1 repair inh -0.6% and RORgamma inh 10.7%.
Screening Cc1cc(C)c2c(=O)[nH]c(=O)n(Cc3ccccc3)c2n1 returned MBNL1-CUG inh -8.4%, PKM2 act -9.8%, Mito fusion yeast 5.0%, FLuc modulator -3.3%, Rab9 prom act -2.2%, KCNH2 3.1 inh -2.0, Menin-MLL TR inh -29.5%[11.7 µM], VP16 counter 0.0%, NPC1 promoter act 0.9%, ELG1 repair inh inconclusive and RORgamma inh 0.0%.
For Cc1ccc(O)c(-c2[nH]ncc2C(=O)c2ccc(Br)cc2)c1 the results were MBNL1-CUG inh 0.4%, Mito fusion yeast inconclusive, FLuc modulator -0.5%, Rab9 prom act 0.4%[1.84 µM], KCNH2 3.1 inh 3.1, Menin-MLL TR inh -1.3%, VP16 counter -11.1%, NPC1 promoter act -1.6%, ELG1 repair inh -21.6% and RORgamma inh -0.4%.
`COc1cc(C#N)ccc1OC(=O)C1CCN(C(=O)c2ccc(F)cc2)CC1` gave Mito fusion yeast 1.6%, FLuc modulator 5.6%, Rab9 prom act 1.8%, KCNH2 3.1 inh 3.1, NPC1 promoter act -4.2% and ELG1 repair inh 0.7%.
